HPDE-C7 viability: cytotoxicity in HPDE-C7 cells, cell-based, fluorescence, HTS (AID 430). HPDE-C7 pancreatic duct cells viability, fluorescence; higher % means a stronger effect. cytotoxicity, % at 10 µM, or EC50 in µM where a hit was titrated. hit rate 1.8% among 63,000;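 further: cells exposed to compound for 48 hours before viability readout; 0% = vehicle and 100% = reference cytotoxic drug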
Spn PMK inh: S. pneumoniae PMK inhibition | inhibition, % at 10 µM | purified PMK, PK/LDH-coupled NADH absorbance 340 nm | hit rate 0.49% among 65,000 | AID 539;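 active means top-ranked compounds by inhibition in the single 10 µM screen, taking a fixed number of the strongest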;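 further: 0% = full reaction with DMSO carrier and 100% = background rate without enzyme reaction; no value below 0 was filed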
Alkaline phosphatase: inhibition of tissue-nonspecific alkaline phosphatase – biochemical, luminescent (AID 518) | purified TNAP enzyme, luminescent substrate readout; higher % means a stronger effect | hit rate 0.09% among 64,000 | inhibition, % at 20 µM, or IC50 in µM where a hit was titrated; in the data active means a potency from the dose series; inactive means the rest, 99 in 100 with inhibition below about 22%;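 further: plate controls were vehicle for no effect and reference inhibitor for full effect; many of its hits are not listed in these tables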
Spn MK inh: blocks S. pneumoniae mevalonate kinase. purified MK, PK/LDH-coupled NADH absorbance 340 nm. hit rate 0.48% among 65,000. inhibition, % at 10 µM;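 active means ranked among the strongest by inhibition in the single 10 µM screen, a fixed top-ranked set picked for dose follow-up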; further: no value below 0 was filed
Bfl-1 inhibitors: Bfl-1 inhibitors, primary screen, biochemical, fluorescence polarization, FITC-Bid, mouse (AID 432); FITC-Bid BH3 peptide fluorescence polarization displacement; higher % means a stronger effect; one-dose displacement, % at 20 µM; IC50 in µM for titrated hits; hit rate 0.02% among 64,000; in the data active means a potency from the dose series; inactive means the rest, 99 in 100 with displacement below about 15%; further: strong numbers were not always called active
KRASV12 cytotoxicity: cytotoxicity in KRAS-transformed pancreatic duct cells, primary screen, cell-based, fluorescence, HTS (AID 431); hit rate 1.7% among 63,000; HPDE-C7K KRASV12 cells, Alamar Blue viability, 48 h; higher % means a stronger effect; cytotoxicity, % at 10 µM; hits with a dose series show EC50 in µM;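 active means compounds whose percent cytotoxicity in the single-dose primary screen, scaled between solvent and toxic-drug controls, exceeds 50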;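 further: 0% = DMSO solvent wells and 100% = doxorubicin-treated wells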
LYP phosphatase: LYP phosphatase inhibitors, primary screen, biochemical, DiFMUP fluorescence, recombinant catalytic domain, 10 µM (AID 606) | recombinant LYP catalytic domain, DiFMUP fluorescence; higher % means a stronger effect | inhibition, % at 10 µM; hits with a dose series show IC50 in µM | 52,000 tested, under 10 active;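 active means IC50 under 40 µM in the dose-response test; inactive means IC50 of 40 µM or more, or never dose-tested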
Spn DPM-DC inh: S. pneumoniae DPM-DC inhibition. purified DPM-DC, PK/LDH coupled NADH fluorescence. calls only at 10 µM. hit rate 0.49% among 65,000;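 active means the 320 compounds with the highest percent inhibition in the single-dose primary screen, excluding strongly autofluorescent ones, cut at about 32% in these data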;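 further: kinetic rate of NADH fluorescence loss reporting ADP formed by the decarboxylase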
HT1080 cytotoxicity: HT1080 cell viability loss – fluorescence readout (AID 620). HT1080 viability, fluorescence; higher % means a stronger effect. one-dose cytotoxicity, % at 10 µM; EC50 in µM for titrated hits. hit rate 0.42% among 87,000;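 further: cells exposed to compound overnight then 4 h with Alamar Blue; 0% = vehicle DMSO and 100% = killing control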
Spn PMK inh pilot replicates: recorded beside Spn PMK inh, whose call it bears; inhibition, %; measured here: pilot screen replicates
Spn MK inh pilot replicates: recorded beside Spn MK inh, whose call it bears; inhibition, %; measured here: pilot screen replicates
Spn DPM-DC inh pilot screen %: also measured in Spn DPM-DC inh; calls as there; inhibition, %; measured here: pilot screen trials
Starred values were filed as active, the others as inactive; i = inactive; / = no result given. Unless noted, no stated cut-off is given here; in the data, active means cytotoxicity above about 50%; inactive means the rest. Outcome played no part in choosing rows; about 3.5% have a hit in one of these screens.

SMILES	HPDE-C7 viability	Spn PMK inh	Alkaline phosphatase	Spn MK inh	Bfl-1 inhibitors	KRASV12 cytotoxicity	LYP phosphatase	Spn DPM-DC inh	HT1080 cytotoxicity	others
NC(=O)CSC1=Nc2ccccc2C2=NC(CCC(=O)NCc3ccc(F)cc3)C(=O)N12 (configuration not stated)	-7%	8	3%	7	-8%	-3%	1%	i	-1%
CCn1c2ccccc2c2nnc(SCC(=O)OCN3C(=O)c4ccccc4C3=O)nc21	-3%	0	1%	0	-6%	4%	-5%	i	2%
C=C(C)CSc1nnc(-c2cccc(Cl)c2)n1N	/	0	9%	6	-3%	/	6%	i	0%
CSc1ncccc1C(=O)OCC(=O)c1cc2ccccc2o1	-12%	4	6%	8	-7%	-5%	/	i	8%
C=CCN1C(=Nc2cccnc2)SCC1(O)c1ccc(C)cc1 (configuration not stated)	0%	10	2%	3	3%	-15%	10%	i	-25%
COc1ccc2nc(SCC(=O)NC(C)(C)C)[nH]c2c1	-19%	19	15%	0	-6%	2%	/	i	11%
CCSc1ccccc1C(=O)NCc1ccc2c(c1)OCO2	2%	0	20%	8	-1%	-6%	14%	i	-1%
COC(=O)c1ccc(NC(=O)CN(C)S(=O)(=O)c2ccc(OC)c(C)c2)cc1	-12%	6	5%	5	-2%	-11%	15%	i	-2%
CCn1c(=NC(=O)CN2C(=O)CCC2=O)sc2c(OC)ccc(OC)c21	-3%	13	4%	2	-1%	11%	-3%	i	-11%
Cc1cc(C)n(-c2nc3ccccc3nc2N2CCN(C(=O)c3ccccc3)CC2)n1	12%	6	3%	1	-6%	10%	11%	i	8%
COc1ccc(C(=O)Nc2ccncc2)cc1OC	6%	40*	6%	3	-6%	5%	23%	i	/
CNS(=O)(=O)c1cccc(C(=O)OC2CCCCC2=O)c1 (configuration not stated)	-5%	28*	13%	4	-5%	-7%	/	i	-6%
O=C(c1ccccc1Cl)N1CCC(c2nc3c(nnn3Cc3ccco3)c(=O)[nH]2)CC1	-12%	0	1%	3	-3%	-4%	/	i	-4%
CCCN1CCN(C(=O)Cn2c(=O)oc3cc(S(=O)(=O)NCc4ccccc4)ccc32)CC1	-6%	0	13%	7	-2%	-1%	/	i	/	Spn PMK inh pilot replicates=1.0;Spn MK inh pilot replicates=1.5;Spn DPM-DC inh pilot screen %=1.0
CN(C)c1ccc(C2NCCS2)cc1 (configuration not stated)	9%	2	4%	10	-6%	6%	12%	i	/
COC(=O)c1cc2occc2n1Cc1c(F)cccc1Cl	-11%	12	16%	5	-4%	-6%	8%	i	2%
COCCCNC(=O)CSc1nc2ccccc2c(=O)n1CCCC(=O)NCC1CCCO1 (configuration not stated)	-20%	6	3%	5	-2%	-4%	-7%	i	-1%
Cc1ccc(C)c(N2CC(=O)N(c3cc(C)ccc3C)CC2=O)c1	/	6	9%	9	0%	/	-3%	i	4%
CCN(CC)S(=O)(=O)c1ccc(N2CCCC2)c(C(=O)OCC(=O)/C(C#N)=C(\C)N)c1	-5%	13	-2%	2	4%	10%	19%	i	4%	Spn PMK inh pilot replicates=5.5;Spn MK inh pilot replicates=1.5;Spn DPM-DC inh pilot screen %=0.0
Cc1ccc(NC(=O)Cn2cnc3c(cnn3C(C)(C)C)c2=O)cc1	15%	16	2%	1	-6%	4%	3%	i	2%
COC(=O)c1ccc(C)c(NC(=O)Cc2coc3cc(OC)ccc23)c1	-4%	8	2%	4	5%	-18%	4%	i	-3%
COCCn1c(N2CCN(c3ccc(OC)cc3)CC2)nc2c1c(=O)[nH]c(=O)n2C	-4%	13	11%	10	-4%	7%	9%	i	-15%
CCOC(=O)c1c(NC(=O)COC)sc2c1CCCC2	7%	0	-5%	9	-6%	-8%	/	i	-2%
COc1ccc(CCNC(=O)c2cc3sccc3n2C)cc1OC	-2%	24	4%	0	3%	13%	-6%	i	0%
CSC1=NCCN1C(=O)c1c(F)cccc1Cl	2%	7	8%	4	3%	11%	13%	i	-1%

An excerpt from above in order of formula weight, lowest first:
SMILES	HPDE-C7 viability	Spn PMK inh	Alkaline phosphatase	Spn MK inh	Bfl-1 inhibitors	KRASV12 cytotoxicity	LYP phosphatase	Spn DPM-DC inh	HT1080 cytotoxicity	others
COc1ccc2nc(SCC(=O)NC(C)(C)C)[nH]c2c1	-19%	19	15%	0	-6%	2%	/	i	11%
CCOC(=O)c1c(NC(=O)COC)sc2c1CCCC2	7%	0	-5%	9	-6%	-8%	/	i	-2%
CCn1c(=NC(=O)CN2C(=O)CCC2=O)sc2c(OC)ccc(OC)c21	-3%	13	4%	2	-1%	11%	-3%	i	-11%
COC(=O)c1ccc(NC(=O)CN(C)S(=O)(=O)c2ccc(OC)c(C)c2)cc1	-12%	6	5%	5	-2%	-11%	15%	i	-2%
Cc1cc(C)n(-c2nc3ccccc3nc2N2CCN(C(=O)c3ccccc3)CC2)n1	12%	6	3%	1	-6%	10%	11%	i	8%
CCn1c2ccccc2c2nnc(SCC(=O)OCN3C(=O)c4ccccc4C3=O)nc21	-3%	0	1%	0	-6%	4%	-5%	i	2%
COCCCNC(=O)CSc1nc2ccccc2c(=O)n1CCCC(=O)NCC1CCCO1 (configuration not stated)	-20%	6	3%	5	-2%	-4%	-7%	i	-1%

Carrying on.
SMILES	HPDE-C7 viability	Spn PMK inh	Alkaline phosphatase	Spn MK inh	Bfl-1 inhibitors	KRASV12 cytotoxicity	LYP phosphatase	Spn DPM-DC inh	HT1080 cytotoxicity	others
Cc1cnc(C(=O)Nc2ccc(N3CCN(C(=O)OC(C)(C)C)CC3)cc2)cn1	50%*	18	12%	0	-8%	43%	/	i	10%	Spn PMK inh pilot replicates=7.0;Spn MK inh pilot replicates=0.0;Spn DPM-DC inh pilot screen %=0.0
CCOC(=O)Cn1c(=N)n(CCOc2cccc(C)c2)c2ccccc21	-5%	14	9%	9	-1%	-2%	5%	i	11%	Spn PMK inh pilot replicates=1.5;Spn MK inh pilot replicates=0.0;Spn DPM-DC inh pilot screen %=1.5
COc1ccc(-c2nc(NC(=O)CSc3nnc(C)s3)ns2)cc1	/	2	10%	7	0%	/	4%	i	-7%
O=C1CC(c2cccc(F)c2)C2=C(CCCC2=O)N1 (configuration not stated)	-4%	19	9%	0	-14%	-2%	/	i	1%
CCOC(=O)Cc1[nH]nc2c1C(C1C=CCCC1)C(C#N)=C(N)O2 (configuration not stated)	38%	9	10%	11	-13%	26%	/	i	-3%
COc1ccc(C(=O)Nc2nc(C)c(C(=O)N(C)C)s2)cc1OC	-2%	12	11%	6	-16%	13%	9%	i	0%	Spn PMK inh pilot replicates=2.0;Spn MK inh pilot replicates=4.0;Spn DPM-DC inh pilot screen %=2.5
O=C(Nc1nccs1)c1ccc(S(=O)(=O)N2CCCCC2)cc1	-7%	11	34%	6	-1%	4%	11%	i	3%
c1nc(N2CCCCC2)c2[nH]cnc2n1	-7%	6	2%	1	7%	-2%	-6%	i	/
CC1(C)Cc2c(C#N)c(N3CCCC3)nc(-c3ccco3)c2CO1	2%	11	2%	7	-5%	3%	9%	/	-12%
O=C(c1ccc(Cl)cc1)c1nnc(-c2ccncc2)o1	-20%	0	8%	9	4%	5%	10%	i	6%
Cc1csc(SCc2nc3sc4c(c3c(=O)[nH]2)CCC4)n1	-45%	17	10%	4	11%	-26%	16%	i	7%	Spn PMK inh pilot replicates=1.0;Spn MK inh pilot replicates=1.0;Spn DPM-DC inh pilot screen %=2.5
O=C(O)CCc1ccc(-c2ccccc2)n1CC1CCCO1 (configuration not stated)	-4%	8	2%	11	-8%	1%	5%	/	3%
Cc1c(N2C(=O)C(C)SC23C(=O)Nc2ccccc23)c(=O)n(-c2ccccc2)n1C (configuration not stated)	-11%	0	9%	6	-9%	-4%	5%	i	-2%
Cc1nnc(NC(=O)c2ccco2)s1	-9%	4	13%	7	-3%	-2%	-4%	i	2%	Spn PMK inh pilot replicates=5.5;Spn MK inh pilot replicates=0.0;Spn DPM-DC inh pilot screen %=1.0
CCn1c(N)c(C(=O)NC2CCCCC2)sc1=S	/	13	/	6	/	/	0%	i	8%
COc1cc(-c2nnc3sc(-c4ccncc4)nn23)cc(OC)c1OC	-12%	3	9%	10	4%	-2%	7%	i	4%
Cc1ccc(S(=O)(=O)NCc2ccncc2)cc1	4%	6	12%	9	0%	7%	25%	i	-2%
COc1cc(OC)cc(C(=O)NCc2cccnc2)c1	5%	0	7%	6	34%	1%	7%	i	5%
CC(C)n1c(-c2ccco2)csc1=Nc1cccnc1	-10%	12	14%	1	3%	-14%	1%	i	-24%
O=C(Nc1cccc(Cl)c1)N1CCN(Cc2ccccc2)CC1	17%	0	16%	8	-4%	14%	-12%	i	-2%	Spn PMK inh pilot replicates=3.0;Spn MK inh pilot replicates=0.0;Spn DPM-DC inh pilot screen %=1.0
c1cncc(-c2nc3cc(Cc4ccc5oc(-c6cccnc6)nc5c4)ccc3o2)c1	8%	6	12%	13	-7%	2%	/	i	26%
CCc1cc2c(=O)n(C(C)C(=O)OC3CCCCC3)cnc2s1 (configuration not stated)	0%	9	11%	9	-10%	-8%	-8%	i	-9%	Spn PMK inh pilot replicates=4.0;Spn MK inh pilot replicates=0.0;Spn DPM-DC inh pilot screen %=0.5
CC(C)c1[nH]nc2c1C(c1cccnc1)C(C#N)=C(N)O2 (configuration not stated)	-15%	6	4%	9	-4%	7%	14%	i	0%
COc1ccc(-c2nnn(CC(=O)OC3CCCCC3)n2)cc1OC	1%	3	8%	12	-3%	-17%	-1%	i	-6%
CCN1CCN(CC(=O)Nc2cccc(C)c2C)C(=O)C1=O	1%	14	6%	5	-8%	-2%	12%	i	-2%
O=C(Cc1n[nH]c(=O)c2ccccc12)OCC(=O)c1ccc2c(c1)OCCO2	49%	13	6%	0	1%	47%	6%	i	60%*
COc1ccc(C2C(C(=O)Nc3cccc(C)n3)CCC(=O)N2c2ccc(OC)cc2)cc1 (configuration not stated)	-4%	14	18%	0	-8%	-6%	-5%	i	-2%
COc1cccc(CN2CCNC(=O)C2CC(=O)O)c1OC (configuration not stated)	-9%	0	11%	4	-7%	-5%	0%	i	6%

Screens as filed in PubChem BioAssay.
